Pf apPOL inh: Pf-apPOL inhibitors, biochemical, fluorescence. AID 1794808, 2022. Recombinant Pf-apPOL, molecular beacon fluorescence, 1.5 h. Plasmodium falciparum apicoplast DNA polymerase (apPOL). inhibition, % at 10 µM. 210,000 tested, 0.25% active
mHTT CaM bind: mutant huntingtin-calmodulin interaction inhibitors – biochemical, AlphaScreen, primary screen; AlphaScreen His-mHTT/GST-CaM binding, luminescence; inhibition, % at 15 µM; 190,000 tested, 3.6% active; P42858;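 further: 0% = both proteins with DMSO and 100% = one protein alone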
Target sequence (P42858 whole entry, looked up, stated change not applied): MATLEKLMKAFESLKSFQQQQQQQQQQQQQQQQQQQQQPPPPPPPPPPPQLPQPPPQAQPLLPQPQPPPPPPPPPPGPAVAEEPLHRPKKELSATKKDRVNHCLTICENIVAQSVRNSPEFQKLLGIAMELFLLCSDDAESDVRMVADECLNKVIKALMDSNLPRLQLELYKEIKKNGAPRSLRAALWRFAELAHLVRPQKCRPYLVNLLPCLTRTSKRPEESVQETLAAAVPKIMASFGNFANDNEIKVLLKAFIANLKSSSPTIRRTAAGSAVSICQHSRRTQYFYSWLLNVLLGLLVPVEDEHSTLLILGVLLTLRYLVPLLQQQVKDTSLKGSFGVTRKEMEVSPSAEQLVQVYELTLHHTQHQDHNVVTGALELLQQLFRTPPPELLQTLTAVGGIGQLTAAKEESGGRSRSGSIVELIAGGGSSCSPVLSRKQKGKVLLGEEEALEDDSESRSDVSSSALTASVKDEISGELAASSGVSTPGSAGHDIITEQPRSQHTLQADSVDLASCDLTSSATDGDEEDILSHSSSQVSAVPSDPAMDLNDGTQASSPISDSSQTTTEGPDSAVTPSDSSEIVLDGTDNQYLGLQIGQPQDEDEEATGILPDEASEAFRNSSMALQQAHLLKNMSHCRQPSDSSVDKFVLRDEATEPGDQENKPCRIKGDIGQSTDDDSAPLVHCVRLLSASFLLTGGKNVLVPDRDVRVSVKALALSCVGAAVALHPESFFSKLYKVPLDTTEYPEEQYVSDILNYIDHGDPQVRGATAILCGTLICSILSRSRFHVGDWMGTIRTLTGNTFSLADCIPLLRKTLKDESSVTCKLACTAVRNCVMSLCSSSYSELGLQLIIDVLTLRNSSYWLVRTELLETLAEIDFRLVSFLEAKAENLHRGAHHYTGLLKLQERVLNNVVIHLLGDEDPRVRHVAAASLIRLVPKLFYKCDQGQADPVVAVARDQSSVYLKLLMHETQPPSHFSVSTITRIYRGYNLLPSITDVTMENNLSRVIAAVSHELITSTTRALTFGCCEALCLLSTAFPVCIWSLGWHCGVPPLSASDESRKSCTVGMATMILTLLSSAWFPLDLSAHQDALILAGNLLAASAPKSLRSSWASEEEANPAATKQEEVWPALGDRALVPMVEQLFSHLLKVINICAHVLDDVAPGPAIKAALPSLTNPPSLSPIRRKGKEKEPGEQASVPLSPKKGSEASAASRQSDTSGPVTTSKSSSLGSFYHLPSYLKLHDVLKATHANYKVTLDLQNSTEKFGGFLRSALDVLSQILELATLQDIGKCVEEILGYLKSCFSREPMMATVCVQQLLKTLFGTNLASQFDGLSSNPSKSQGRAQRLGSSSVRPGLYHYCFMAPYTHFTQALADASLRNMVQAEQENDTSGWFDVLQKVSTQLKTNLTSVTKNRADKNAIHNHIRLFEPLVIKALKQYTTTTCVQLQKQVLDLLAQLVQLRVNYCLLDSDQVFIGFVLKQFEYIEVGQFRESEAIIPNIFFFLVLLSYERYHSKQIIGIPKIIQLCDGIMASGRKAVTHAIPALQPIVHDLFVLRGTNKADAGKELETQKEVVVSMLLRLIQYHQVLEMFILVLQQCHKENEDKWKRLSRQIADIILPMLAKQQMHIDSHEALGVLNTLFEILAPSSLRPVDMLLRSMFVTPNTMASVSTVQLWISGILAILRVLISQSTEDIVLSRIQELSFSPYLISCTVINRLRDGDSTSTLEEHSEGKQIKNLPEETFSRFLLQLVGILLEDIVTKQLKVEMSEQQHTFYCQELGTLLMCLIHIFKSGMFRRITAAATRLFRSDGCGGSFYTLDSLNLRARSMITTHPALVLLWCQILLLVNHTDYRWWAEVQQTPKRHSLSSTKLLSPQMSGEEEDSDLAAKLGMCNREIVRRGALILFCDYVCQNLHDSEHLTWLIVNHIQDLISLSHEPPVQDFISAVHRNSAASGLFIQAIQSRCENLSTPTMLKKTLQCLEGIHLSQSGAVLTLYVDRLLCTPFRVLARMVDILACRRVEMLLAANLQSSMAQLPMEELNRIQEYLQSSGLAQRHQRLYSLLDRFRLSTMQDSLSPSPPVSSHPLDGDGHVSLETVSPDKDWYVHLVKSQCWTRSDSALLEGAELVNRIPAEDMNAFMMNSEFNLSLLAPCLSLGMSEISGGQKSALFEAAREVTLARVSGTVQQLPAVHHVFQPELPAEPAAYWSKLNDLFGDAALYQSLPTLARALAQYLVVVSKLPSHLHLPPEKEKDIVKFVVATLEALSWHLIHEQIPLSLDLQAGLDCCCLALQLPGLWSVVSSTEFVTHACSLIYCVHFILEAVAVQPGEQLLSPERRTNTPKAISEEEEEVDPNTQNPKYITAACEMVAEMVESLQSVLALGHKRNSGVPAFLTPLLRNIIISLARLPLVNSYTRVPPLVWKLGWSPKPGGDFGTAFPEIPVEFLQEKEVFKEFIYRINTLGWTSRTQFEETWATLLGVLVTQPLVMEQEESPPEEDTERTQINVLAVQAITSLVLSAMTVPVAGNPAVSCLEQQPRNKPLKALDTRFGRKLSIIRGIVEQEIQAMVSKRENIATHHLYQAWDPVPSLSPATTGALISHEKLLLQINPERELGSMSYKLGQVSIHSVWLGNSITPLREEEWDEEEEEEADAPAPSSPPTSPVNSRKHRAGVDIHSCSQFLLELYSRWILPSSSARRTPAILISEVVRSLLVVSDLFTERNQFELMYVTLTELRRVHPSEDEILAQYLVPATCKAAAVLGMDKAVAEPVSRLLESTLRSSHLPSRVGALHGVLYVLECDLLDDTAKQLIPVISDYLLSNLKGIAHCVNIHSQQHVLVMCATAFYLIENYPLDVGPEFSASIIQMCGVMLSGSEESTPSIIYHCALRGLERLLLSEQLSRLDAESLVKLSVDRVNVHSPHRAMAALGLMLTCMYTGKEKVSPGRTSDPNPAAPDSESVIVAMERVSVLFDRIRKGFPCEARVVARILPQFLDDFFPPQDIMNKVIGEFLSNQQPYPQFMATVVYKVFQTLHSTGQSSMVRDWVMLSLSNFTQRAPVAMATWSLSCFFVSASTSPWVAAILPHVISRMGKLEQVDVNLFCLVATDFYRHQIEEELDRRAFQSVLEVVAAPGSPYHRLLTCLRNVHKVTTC
Active calls of the source: *; & = joins results of further samples. No stated cut-off is given here; in the data, active means inhibition above about 50%; inactive means the rest.

What do the screens show for `CN1CCN(S(=O)(=O)c2cccc(F)c2)CC1c1ccc(F)cc1` (centres undefined)?
Pf apPOL inh: -0.3; mHTT CaM bind: -3.4

What do the screens show for `O=C(NN1CCCCC1)C(c1ccccc1)c1ccccc1`?
Pf apPOL inh: -2.5; mHTT CaM bind: -6.4

Results for O=C(CSCc1csc2ccc(Cl)cc12)Nc1ccc([N+](=O)[O-])cc1 ?
Pf apPOL inh: 5.8

What do the screens show for `CCOC(=O)CCNC(=O)NCC1CC(=O)N(c2ccc(F)cc2)C1` (centres undefined)?
Pf apPOL inh: 0.7; mHTT CaM bind: 2.5

What do the screens show for `O=[N+]([O-])c1ccc(C=NNc2c(Cl)cc(Cl)cc2Cl)s1`?
Pf apPOL inh: -5.1

What do the screens show for `O=C(NCC1CCN(Cc2ccccc2F)CC1)Nc1ccccc1F`?
Pf apPOL inh: -2.3; mHTT CaM bind: 5.5

Results for O=C1c2cccc([N+](=O)[O-])c2C(=O)N1CNc1ccc2c(c1)oc1ccccc12 ?
Pf apPOL inh: -0.8; mHTT CaM bind: 6.0

What do the screens show for `COc1ccc(NC(=O)CCC(=O)c2ccc(F)cc2)cc1`?
Pf apPOL inh: -0.7; mHTT CaM bind: 4.3

What do the screens show for `CC1=NN(c2nc3ccccc3s2)C(=O)/C1=C(\C)N(C)C`?
Pf apPOL inh: 2.5; mHTT CaM bind: 9.0

Results for O=[N+]([O-])c1c(-c2cnoc2)n[nH]c1-c1cnoc1 ?
mHTT CaM bind: -0.1

Results for O=C(Cn1cnc([N+](=O)[O-])n1)Nc1nncs1 ?
Pf apPOL inh: -0.6; mHTT CaM bind: -6.0

Results for CC(C)NC(=O)N1CCCC(c2cccc(C(=O)NCc3ccc(N(C)C)cc3)c2)C1 (centres undefined) ?
Pf apPOL inh: -8.3; mHTT CaM bind: 17.0

Results for O=C(CSc1nc2ccccc2c(=O)n1Cc1ccc2c(c1)OCO2)Nc1ccccc1Cl ?
Pf apPOL inh: -6.3; mHTT CaM bind: -2.0

Results for CCCCCC(=O)N1C[C@@H](n2cc(C3CC3)nn2)[C@H](O)C[C@@H]1c1ccccc1 ?
Pf apPOL inh: 3.3; mHTT CaM bind: -4.5

What do the screens show for `Cc1c(Cl)c(C(F)(F)F)nn1CC(=O)Nc1ccc(Cl)cc1`?
Pf apPOL inh: 4.4; mHTT CaM bind: 20.0

An excerpt from above in order of formula weight, lowest first:
Results for O=[N+]([O-])c1c(-c2cnoc2)n[nH]c1-c1cnoc1 ?
mHTT CaM bind: -0.1

Results for O=C(Cn1cnc([N+](=O)[O-])n1)Nc1nncs1 ?
Pf apPOL inh: -0.6; mHTT CaM bind: -6.0

What do the screens show for `O=C(NN1CCCCC1)C(c1ccccc1)c1ccccc1`?
Pf apPOL inh: -2.5; mHTT CaM bind: -6.4

What do the screens show for `CC1=NN(c2nc3ccccc3s2)C(=O)/C1=C(\C)N(C)C`?
Pf apPOL inh: 2.5; mHTT CaM bind: 9.0

What do the screens show for `COc1ccc(NC(=O)CCC(=O)c2ccc(F)cc2)cc1`?
Pf apPOL inh: -0.7; mHTT CaM bind: 4.3

What do the screens show for `Cc1c(Cl)c(C(F)(F)F)nn1CC(=O)Nc1ccc(Cl)cc1`?
Pf apPOL inh: 4.4; mHTT CaM bind: 20.0

Results for CCCCCC(=O)N1C[C@@H](n2cc(C3CC3)nn2)[C@H](O)C[C@@H]1c1ccccc1 ?
Pf apPOL inh: 3.3; mHTT CaM bind: -4.5

Results for O=C1c2cccc([N+](=O)[O-])c2C(=O)N1CNc1ccc2c(c1)oc1ccccc12 ?
Pf apPOL inh: -0.8; mHTT CaM bind: 6.0

Results for O=C(CSCc1csc2ccc(Cl)cc12)Nc1ccc([N+](=O)[O-])cc1 ?
Pf apPOL inh: 5.8

Results for CC(C)NC(=O)N1CCCC(c2cccc(C(=O)NCc3ccc(N(C)C)cc3)c2)C1 (centres undefined) ?
Pf apPOL inh: -8.3; mHTT CaM bind: 17.0

New compounds follow
What do the screens show for `COc1ccc(NC(=O)N2CC(C)Oc3ccc(Cl)cc32)cc1OC` (centres undefined)?
Pf apPOL inh: -9.0; mHTT CaM bind: 9.4

How did COc1ccc(CNC(=O)C2CCCN(c3cnn(Cc4ccccc4)c(=O)c3)C2)cc1 (centres undefined) do in these assays?
Pf apPOL inh: -2.7; mHTT CaM bind: 14.9

How did CC1(C(=O)NC2CCCCCCC2)CCC(=O)N1CCc1ccc(Cl)cc1 (centres undefined) do in these assays?
Pf apPOL inh: -15.3; mHTT CaM bind: -7.0

What do the screens show for `CCOc1ccccc1OCC(=O)c1ccc(O)cc1O`?
Pf apPOL inh: -9.6&0.4; mHTT CaM bind: 2.4&-2.1

Results for COc1ccc(NS(=O)(=O)c2cc(-c3n[nH]c(=O)c4ccccc34)ccc2C)cc1 ?
Pf apPOL inh: 0.3; mHTT CaM bind: 26.0

What do the screens show for `COCc1cc(C)nc(SCC(=O)Nc2cccc(C(C)=O)c2)c1C#N`?
Pf apPOL inh: -2.3; mHTT CaM bind: -4.1

What do the screens show for `Cc1ccc(C(=O)NCC(C)CN(C)C)cc1[N+](=O)[O-]` (centres undefined)?
Pf apPOL inh: 5.1; mHTT CaM bind: 2.2

What do the screens show for `CN(C)C(CNC(=O)c1cccc(Cl)c1)c1ccc(F)cc1` (centres undefined)?
Pf apPOL inh: -2.6; mHTT CaM bind: -7.6

What do the screens show for `Cc1c(C(O)=C2C(=O)C(=O)N(CCN(C)C)C2c2ccco2)cnn1-c1ccccc1` (centres undefined)?
Pf apPOL inh: -8.5; mHTT CaM bind: 2.3

What do the screens show for `COc1ccccc1C(=O)Nc1cccc(Cl)c1C`?
Pf apPOL inh: 2.4; mHTT CaM bind: -9.9

Results for COc1ccc(CN2C(=O)CCC2(C)C(=O)NC2CCCCCCC2)c(OC)c1 (centres undefined) ?
Pf apPOL inh: -9.6; mHTT CaM bind: 0.0

How did Cc1ccc(CNC(=O)N2CCC(c3nc4ccncc4n3C(C)C)C2)cc1 (centres undefined) do in these assays?
Pf apPOL inh: -6.2; mHTT CaM bind: 8.0

How did C=C(C(=C)S(=O)(=O)c1ccc(Cl)cc1)S(=O)(=O)c1ccc(Cl)cc1 do in these assays?
Pf apPOL inh: 0.0; mHTT CaM bind: 24.0

What do the screens show for `CCNC(=O)c1cccnc1N1CCCCC1`?
Pf apPOL inh: -0.7; mHTT CaM bind: -3.6

What do the screens show for `CCc1onc(C)c1C1CCCN1Cc1cccs1` (centres undefined)?
Pf apPOL inh: 0.8; mHTT CaM bind: -40.5

Results for CS(=O)(=O)N1CCN(C(=O)c2coc(NC(=O)c3ccccc3)n2)CC1 ?
Pf apPOL inh: -1.6; mHTT CaM bind: -8.7

What do the screens show for `O=S(=O)(c1ccc2oc3ccccc3c2c1)N1CCCCc2ccccc21`?
mHTT CaM bind: -26.7

How did CCN(CC)c1nc(C(=O)N2CCCCC2)nc2nc(C)cc(C)c12 do in these assays?
Pf apPOL inh: 3.8; mHTT CaM bind: 1.8

What do the screens show for `O=C(Nc1cnc(N2CCOCC2)nc1)c1cc(F)ccc1Cl`?
Pf apPOL inh: 3.9; mHTT CaM bind: 0.2

What do the screens show for `CC12CC(NC(=O)N1c1cccc(Cl)c1)c1cc(Cl)ccc1O2` (centres undefined)?
Pf apPOL inh: -5.9; mHTT CaM bind: 8.0

Results for O=C(CSc1nnnn1-c1ccccc1C(F)(F)F)Nc1nccs1 ?
Pf apPOL inh: 2.2; mHTT CaM bind: -8.4

Results for COc1ccc2c(c1)nc(SCC(=O)c1ccco1)n2C ?
Pf apPOL inh: -10.0; mHTT CaM bind: 4.1

Results for N#CCCN(Cc1ccccc1)C(=O)c1cccs1 ?
Pf apPOL inh: -12.0

How did CC(NC(=O)c1cc2c(=O)n3ccccc3nc2n(C(C)C)c1=N)c1ccccc1 (centres undefined) do in these assays?
Pf apPOL inh: 4.4; mHTT CaM bind: -6.0

What do the screens show for `O=C1OC(c2ccc(I)cc2)=N/C1=C\c1ccco1`?
Pf apPOL inh: -6.1; mHTT CaM bind: 5.0

Results for O=C(c1ccc2c(c1)N(Cc1cccc(Cl)c1)C(=O)CS2)N1CCC2(CC1)OCCO2 ?
Pf apPOL inh: -2.2; mHTT CaM bind: 16.0

How did CC(=O)NC(=O)c1cc2ccccc2oc1=Nc1ccccc1F do in these assays?
Pf apPOL inh: -1.8; mHTT CaM bind: 0.0

How did O=C(Nc1ccc(Cl)c(-c2nc3ccccc3s2)c1)c1cccnc1 do in these assays?
Pf apPOL inh: -1.6&-15.4; mHTT CaM bind: 16.0&13.9

How did COc1ccccc1CN1CC(C(=O)NCCc2ccc(Cl)cc2)CC1=O (centres undefined) do in these assays?
Pf apPOL inh: -3.9; mHTT CaM bind: 12.4

Results for CC(=O)N1CCN(c2nc3c(s2)CC(C(=O)Nc2cc(Cl)ccc2F)CC3)CC1 (centres undefined) ?
Pf apPOL inh: 0.2; mHTT CaM bind: 27.1

How did C=CCN1CCN(C(=O)C2CCC(c3ccc(F)cc3)N(C(C)=O)C2)CC1 (centres undefined) do in these assays?
Pf apPOL inh: -1.5; mHTT CaM bind: 10.5

What do the screens show for `CC(=O)N1CCC(NC(C)C23CC4CC(CC(c5ccc(Cl)cc5)(C4)C2)C3)CC1` (centres undefined)?
Pf apPOL inh: -3.0; mHTT CaM bind: 29.0

What do the screens show for `COc1ccc(OC)c(NC(=O)CSc2nc3nc(C)c(Cc4ccccc4)c(C)n3n2)c1`?
Pf apPOL inh: -8.9; mHTT CaM bind: 38.0

What do the screens show for `CC(C)OCCCNC(=O)C1c2ccccc2C(=O)N(C)C1c1cccs1` (centres undefined)?
Pf apPOL inh: -6.6; mHTT CaM bind: 2.0

What do the screens show for `Cc1cc(C)cc(S(=O)(=O)N2CCc3c(c(COc4cccc(F)c4)nn3C)C2)c1`?
Pf apPOL inh: -3.7; mHTT CaM bind: -2.3

How did COc1ccccc1NC(=O)c1sc2nc(-c3ccccc3)cn2c1C do in these assays?
Pf apPOL inh: -3.3; mHTT CaM bind: 6.0

How did COc1cccc(CN2CCC(C(=O)N3CCN(c4cccc(C)c4C)CC3)CC2)c1 do in these assays?
Pf apPOL inh: 2.0; mHTT CaM bind: 10.5

What do the screens show for `O=C(Nc1ccccc1Cl)c1ccc(Cl)c(Cl)c1`?
Pf apPOL inh: 1.5; mHTT CaM bind: -13.0

How did Cc1ccc(C)c(NC(=O)c2cnn3c2CCCC3)c1 do in these assays?
Pf apPOL inh: -2.5; mHTT CaM bind: -4.9

Results for COc1ccc(OC)c(CNC(=O)Cc2nnc(-c3cccs3)o2)c1 ?
Pf apPOL inh: -5.8; mHTT CaM bind: -2.2

How did CCN1CCN(C(=O)C2CCc3sc(C(=O)N(C)C)cc3C2)CC1 (centres undefined) do in these assays?
Pf apPOL inh: -8.8; mHTT CaM bind: 0.6

Results for CCOC(=O)CNC(=O)C1CC(=O)N(CCc2c[nH]c3ccc(F)cc23)C1 (centres undefined) ?
Pf apPOL inh: -2.6; mHTT CaM bind: -3.8

What do the screens show for `O=[N+]([O-])c1ccc(OS(=O)(=O)N2CCCC(C(F)(F)F)C2)cc1` (centres undefined)?
mHTT CaM bind: -2.8

Results for CCN(CC)C1=C(n2nnc3ccccc32)C(=O)c2ccccc2C1=O ?
Pf apPOL inh: -6.1; mHTT CaM bind: 27.0

What do the screens show for `COc1ccc(NC(=O)COc2ccccc2[N+](=O)[O-])c(OC)c1`?
Pf apPOL inh: -3.4; mHTT CaM bind: 16.7

What do the screens show for `Cc1ccc(NC(=O)c2cccc(Cn3cncn3)c2)cc1`?
Pf apPOL inh: -9.6; mHTT CaM bind: 5.7

How did COc1ccc(Cl)cc1NC(=O)C1(C)Oc2cccnc2N(C)C1=O (centres undefined) do in these assays?
Pf apPOL inh: 3.9; mHTT CaM bind: -0.1

Results for COc1cc(NS(=O)(=O)c2ccc([N+](=O)[O-])cc2)c(OC)cc1NC(=O)c1ccccc1 ?
Pf apPOL inh: -3.3; mHTT CaM bind: 44.0

How did O=C(c1ccccc1Cl)N1CCC2(CC1)Nc1cccnc1NC2=NC1CCCC1 do in these assays?
Pf apPOL inh: -3.9; mHTT CaM bind: 13.0

What do the screens show for `O=S(=O)(Nc1nccs1)c1ccc(N=Cc2cc(Br)ccc2O)cc1`?
Pf apPOL inh: 7.5; mHTT CaM bind: 88.0*

Results for COc1ccc(Br)cc1S(=O)(=O)n1cnc2ccccc21 ?
Pf apPOL inh: -5.2; mHTT CaM bind: 6.0

What do the screens show for `Cc1noc(C)c1S(=O)(=O)N1CCC(C(C)C(=O)NCc2ccc(Cl)cc2)CC1` (centres undefined)?
Pf apPOL inh: -2.9; mHTT CaM bind: -6.0

What do the screens show for `CCOc1ccc(C(=O)N2CC3CC2CC3NC(=O)c2ccccc2)cc1` (centres undefined)?
Pf apPOL inh: 2.2; mHTT CaM bind: 2.8

Results for COc1ccc(Oc2coc3cc(OC(=O)c4ccc5c(c4)OCO5)ccc3c2=O)cc1 ?
Pf apPOL inh: -1.1; mHTT CaM bind: -2.1

How did COc1ccc(NC(=O)C2CCN(S(=O)(=O)c3ccc(Cl)cc3)CC2)cc1OC do in these assays?
Pf apPOL inh: 1.5; mHTT CaM bind: 2.7

How did O=C(Nc1ccc(F)c(F)c1)c1cc(S(=O)(=O)N2CCc3ccccc32)ccc1F do in these assays?
Pf apPOL inh: -0.2; mHTT CaM bind: -2.0

How did C=CCNS(=O)(=O)c1ccc(F)c(C(=O)Nc2ccccc2OCC)c1 do in these assays?
Pf apPOL inh: -10.9; mHTT CaM bind: -2.0

How did CN(C)S(=O)(=O)N1CC2CC(NC(=O)c3cccs3)C1C2 (centres undefined) do in these assays?
Pf apPOL inh: 5.4; mHTT CaM bind: 3.2

What do the screens show for `O=C(Oc1ccccc1)c1cccnc1Oc1ccccc1`?
Pf apPOL inh: -11.7

What do the screens show for `O=S(=O)(Cc1nc(-c2ccc(Cl)cc2)no1)c1ccccc1`?
Pf apPOL inh: -4.8; mHTT CaM bind: -23.0

How did N#Cc1cc(N2CCCC2C(=O)O)c([N+](=O)[O-])cc1C#N (centres undefined) do in these assays?
Pf apPOL inh: -0.9; mHTT CaM bind: 5.0

Bioassay records: PubChem BioAssay, University of Kansas High Throughput Screening Laboratory
